High-throughput results (PubChem BioAssay)
KB-V1 MDR tox: kills drug-selected multidrug resistant KB-V1 cells; KB-V1 MDR cells viability, CellTiter-Glo, 72 h; 3.4% of 400,000 active; Potency, µM (series often up to 46.1 µM), without a hit: at the top dose activity change, negative = cytotoxicity, usual class: cytotoxic; also: % is scaled to controls: 0 for no effect and ±100 for the full control effect; nearly all actives have a fitted effect of over 60% in size
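qHTS viability screen in drug-selected KB-V1 MDR cells: 72 h compound treatment at 37 degrees C, ATP luminescence end point.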
GLP1R inv ag: inverse agonists of human GLP-1 receptor; HEK293 GLP-1R CRE-luciferase, luminescence, 24 h; GLP-1R form is constitutively active; Potency, µM (series often up to 38.3 µM), for the others: top-dose activity change, negative = inhibition, hits mostly inhibitors; P43220; 1.6% of 410,000 active; also: % is scaled to controls: 0 for no effect and ±100 for the full control effect; nearly all actives have a fitted effect of over 55% in size
Target sequence (P43220 whole entry, looked up): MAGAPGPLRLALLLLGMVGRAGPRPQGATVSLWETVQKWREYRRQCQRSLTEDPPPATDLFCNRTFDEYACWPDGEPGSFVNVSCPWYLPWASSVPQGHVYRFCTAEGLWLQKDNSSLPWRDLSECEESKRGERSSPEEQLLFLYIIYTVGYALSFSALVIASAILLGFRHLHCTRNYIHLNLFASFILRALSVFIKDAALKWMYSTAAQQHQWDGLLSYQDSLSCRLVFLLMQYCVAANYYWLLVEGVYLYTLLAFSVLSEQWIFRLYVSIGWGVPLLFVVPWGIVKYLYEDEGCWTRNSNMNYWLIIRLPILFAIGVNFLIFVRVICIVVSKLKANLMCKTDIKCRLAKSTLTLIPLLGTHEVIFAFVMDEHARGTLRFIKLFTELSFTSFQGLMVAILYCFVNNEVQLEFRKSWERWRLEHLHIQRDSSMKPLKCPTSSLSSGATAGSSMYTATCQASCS
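Stable HEK293 clone (constitutively active GLP-1R + cAMP-response luciferase); 200 cells/uL plated, 12 h pre-culture, compound 24 hr, 37 deg C/5% CO2; detection reagent 12 min RT; luminescence.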
TDP-43 yeast inh: inhibitors of TDP-43 toxicity in yeast; TDP-43 expressing yeast growth rescue, BacTiter-Glo, 24 h; Potency, µM (titrated, usually from 46.1 µM), inactives show at the top dose growth rescue (activation), actives largely listed as activators; 1.8% of 410,000 active; also: % of control where 0% means no effect; nearly all actives have a fitted effect of over 50% in size
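Yeast expressing TDP-43 (pregrown in raffinose, seeded at OD600=0.02 in galactose medium) exposed to compounds 24 hr at 30 deg C. Growth read by BacTiter-Glo luminescence; rescue of toxicity appears as increased signal.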
GLP1R ag: agonists of human GLP-1 receptor; P43220; HEK293 GLP-1R CRE-luciferase, luminescence, 4-6 h; cells express a hypersensitive GLP-1R form; Potency, µM (series often up to 45.6 µM), without a hit: at the highest dose activation, actives largely listed as activators; 0.007% of 380,000 active; also: % of control where 0% means no effect
HT1080 IDH1KD tx: HT-1080 IDH1 knockdown cell toxicity (counter line); 2% of 360,000 active; Potency, µM (series often up to 46.1 µM), inactives show top-dose activity, negative = toxicity, usual class: cytotoxic; HT-1080 IDH1 knockdown viability, ATP luminescence, 48 h;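 also: 0% = DMSO wells and -100% = cell-free medium wells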
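Knockdown cells (IDH1KD HT-1080) received compounds 2 h after plating at 750 cells/well and were kept 48 h at 37 °C in 5% FBS RPMI. A CellTiter-Glo luminescence read gave % activity for curve fitting.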
GLP1R cytotox: cytotoxicity counter-screen for GLP-1 receptor inverse agonists; HEK293 cAMP-luciferase reporter cells, luminescence, 24 h; Potency, µM (highest dose often 38.3 µM), for the others: at the top dose activity change, negative = inhibition, usual class: inhibitors; 0.13% of 410,000 active; AID 624418;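 also: loss of luciferase light is scored as toxicity; % is scaled to controls: 0 for no effect and ±100 for the full control effect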
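1536-well qHTS counterscreen of the MLSMR; 200 cells/uL, 12 h pre-incubation, 23 nL cpd, 24 h at 37 deg C 5% CO2, luciferase detection reagent, 12 min RT, luminescence. Inhibition = undesired.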
SW480 rerep: inducers of DNA re-replication in SW480 colon cancer cells | 1.8% of 340,000 active | AID 624297 | Potency, µM (highest dose often 46.1 µM), without a hit: at the top dose re-replication activation, usual class: activators | SW480 DNA re-replication, Hoechst DNA content imaging, 48 h; also: % of control where 0% means no effect; nearly all actives have a fitted effect of over 55% in size
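Quantitative HTS format with DMSO vehicle controls; 48 hr drug incubation at 37 C, then 40 min Hoechst staining and scanning imager measurement at 405 nm excitation.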
HT1080-NT tox: kills 2HG-producing HT-1080-NT fibrosarcoma cells. HT-1080-NT fibrosarcoma viability, CellTiter-Glo ATP luminescence, 48 h. Potency, µM (doses to about 46.1 µM), for the others: top-dose activity, negative = less viability, usual class: cytotoxic. 1.6% of 360,000 active. AID 686970;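 also: NT is the 2HG producing partner of a matched IDH1 knockdown line; 0% = DMSO-treated cells and -100% = media-only wells without cells; nearly all actives have a fitted effect of over 55% in size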
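Compounds were tested in concentration-response format on HT-1080-NT cells for 48 hours at 37 degrees C. Cell viability came from CellTiter-Glo luminescence; curves were classified by r2, response magnitude and activity.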
KB-3-1 cytotox: kills parental KB-3-1 adenocarcinoma cells; KB-3-1 viability, CellTiter-Glo ATP luminescence, 72 h; Potency, µM (top dose mostly 46.1 µM), inactives show top-dose activity change, negative = cytotoxic, usual class: cytotoxic; 1.4% of 400,000 active; also: % is scaled to controls: 0 for no effect and ±100 for the full control effect; nearly all actives have a fitted effect of over 60% in size
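Cytotoxicity measured as CellTiter-Glo luminescence after 72 h at 37 C. Compound titrations were pinned onto drug-naive KB-3-1 parental adenocarcinoma cells grown in DMEM with 10% FBS, and normalized data fitted to concentration-response curves.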
* hit, by the source's call; ? = inconclusive; . = no result given; & = joins results of further samples; [ ] = remark or other dose. Calls follow the shape of the dose curve; as a rule, active = well fitted curve in the direction sought with a large enough effect; inconclusive = small, poorly fitted or top-dose-only effect, or another doubt; inactive = no such curve, though single readings can be large; an effect the other way counts as inactive or inconclusive. Potency is read from the fitted curve at half-maximal effect.

canonical_smiles | SW480 rerep | GLP1R cytotox | TDP-43 yeast inh | GLP1R inv ag | HT1080 IDH1KD tx | GLP1R ag | HT1080-NT tox | KB-3-1 cytotox | KB-V1 MDR tox
CCC(C)(C)n1nnnc1CN(Cc1cc2cc(OC)c(OC)cc2[nH]c1=O)C1CCCC1 | 0% | -7% | -6% | 26% | 1% | 13% | 1% | -4% | -9%
COc1cccc2c1Oc1ncccc1N(C(=O)CCC(=O)NCc1ccc(F)cc1)C2 | -1% | -5% | 4% | 18% | 3% | -9% | -2% | 1% | 10%
COc1ccc(C(=O)/C=C(\N)C(F)(F)F)c(O)c1 | -3% | -1% | -6% | 0% | 6% | 3% | 1%[9.24 µM] | 3% | 10%
O=C(CCN1C(=O)C2C3C=CC(C3)C2C1=O)Nc1c(F)cccc1F (stereo not given) | 2% | 19% | -9% | 15% | 1% | -24% | -5% | -4% | 0%
Cc1ccc(S(=O)(=O)N2CCN(C(=O)COC(=O)/C=C/c3cccc([N+](=O)[O-])c3)CC2)c(C)c1 | -3% | 5% | 14% | 24% | -2% | 7% | 13% | -4% | ?
N#CCCN1CCN(C(=O)c2c(N)no[n+]2[O-])CC1 | 0% | 3% | 25% | 13% | 12% | -1% | 4% | 8% | 3%
O=C(N[C@@H](Cc1ccccc1)C(=O)N1CCC2(CC1)NCCc1[nH]cnc12)c1cccc(Br)c1 | -16% | -22% | 3% | 10µM* | ? | 8% | ? | -15% | ?
Cn1/c(=N\NC(=O)C2CCCCC2)sc2ccccc21 | 0% | -2% | 0% | 7% | -2% | 4% | 14% | -4% | -31%
CCCCn1c(SCC(=O)N2CCOCC2)nc2c1c(=O)n(C)c(=O)n2C | -10% | ? | 0% | -1% | 10% | 4% | 8% | -2% | -18%
Cc1cccc(/C=C/c2onc(C)c2S(=O)(=O)N2CCC(C(=O)NC(C)C)CC2)c1 | 1% | 3% | 5% | -6% | 4% | 1% | 0% | -22% | 4%
O=c1c(-c2ccc3c(c2)OCCO3)coc2cc(O)cc(O)c12 | -3% | 6% | -33% | 0% | 13% | 2% | 2% | 2% | 12%
CCCCNC(=O)c1cn(C)c2ccc(S(=O)(=O)N3CCCC3)cc2c1=O | 5% | 4%&0% | 10%&-9% | -10%&10% | 13% | -1% | 1% | 0%&4% | 11%&14%
Cc1ccc(C2(c3ccc(C)cc3)NC(=O)N(CC(=O)NCCCN3CCCC3=O)C2=O)cc1 | 2% | 1% | 13% | -20% | -18% | -2% | -18% | 1% | ?
CCCc1cc(=O)[nH]c(SCC(=O)N2CCC(C(=O)OCC)CC2)n1 | -3% | -15% | 3% | -8% | 1% | -5% | 5% | 8% | ?
Fc1ccc(NC(=S)NNc2ncc(C(F)(F)F)cc2Cl)c(F)c1 | ? | ? | -10% | ? | 16µM* | 1% | ? | 21µM* | 15µM*
COc1cc(NC(=O)CSc2nc3c(c(=O)[nH]2)CCCC3)cc(OC)c1OC | -8% | 6% | -18% | 8% | -13% | 5% | -19% | -18% | -2%
COc1cccc(C2CC(c3ccc(C)cc3)Nc3nc(N)nn32)c1 (stereo not given) | -5% | 0% | 9% | 3% | 5% | 3% | 26% | 1% | 29%
CC(C)(C)OC(=O)[C@H](Cc1ccccc1)NC(=O)c1nc[nH]c1C(=O)N[C@@H](CCCCN)C(=O)OC(C)(C)C | ? | ? | 0% | -19% | 5% | -3% | 0% | 8% | -4%
O=C(CC(c1ccccc1)c1cc(Cl)ccc1O)N1CCCC1 (stereo not given) | 0% | -26% | -26% | ? | -18% | 10% | -16% | -7% | 3%
Fc1ccc(-c2noc3ncnc(NCCc4ccccc4)c23)cc1 | . | -7% | 18% | 1% | . | . | . | -2% | -3%
COc1ccc(-c2nc3ccccc3n2Cc2ccccc2)cc1 | -5% | -5%&-4% | ? | ? | -24% | 12% | -13% | -20%&-8% | -17%&-12%
COc1ccc(C(=O)C(CO)Oc2ccccc2OC)cc1OC (stereo not given) | -12% | -7% | -15% | 1% | -7% | 0% | 1% | -8% | -9%
COc1ccc(S(=O)(=O)NC(CC(=O)NCCc2ccc(OC)c(OC)c2)c2ccco2)cc1 (stereo not given) | 2% | 12% | 17% | -1% | 5% | 22% | 8% | 13% | -3%
Cn1c(Cc2c[nH]c3ccccc23)n[nH]c1=S | -1% | 1% | 18% | 3% | 1% | -3% | -1% | 16% | 1%
Cc1nc(NC(=O)c2ccccc2)nc2cc3c(cc12)OCO3 | 4% | -12% | 29% | 3% | 5% | -6% | 2% | 12% | ?
C[C@@]12C(=O)Nc3ccc(Br)cc3C(=O)N1[C@H]1c3cc(Br)ccc3OC[C@@H]1[C@@H]2c1ccccc1 | ? | 3% | -19% | ? | -18% | -3% | ? | -1% | -6%
O=C(CNc1cc(S(=O)(=O)N2CCOCC2)ccc1N1CCCC1)NCc1ccco1 | -12% | -10% | -1% | -18% | 11% | 10% | 14% | 21% | 12%
C=CCn1c(COc2ccccc2-c2ccccc2)nnc1SCC(=O)NC(=O)NCc1ccco1 | 0% | ? | -15% | ? | 1% | -6% | ? | 5% | 8%
O=C(CSc1nnc2sc3ccccc3n12)NCc1ccco1 | ? | -17% | -6% | -27% | ? | 0% | ? | ? | -1%
Oc1ccccc1-c1cc(-c2ccccc2)no1 | 5% | -16% | -11% | 2% | -15% | -2% | -12% | -14% | -4%
CCCCC(=O)Nc1ccccc1N1CCN(c2ccccc2)CC1 | 25% | 1% | 10% | 2% | 6% | 3% | 15% | -1% | 0%
CN(CCc1ccccc1)C(=O)c1ccc(NC(=O)Cc2ccc(NC(=O)C3CCCN(C(=O)CCc4ccccc4)C3)cc2)cc1 (stereo not given) | 9% | -7% | 22% | -44% | ? | 3% | -20% | ? | ?
CCOc1ccccc1NC(=O)c1ccccc1-c1nc(-c2ccccc2OC)no1 | -1% | -13% | 23% | ? | -15% | -4% | -13% | ? | ?
O=C(NCc1ccc2c(c1)OCO2)c1cc(-c2cc(Cl)ccc2O)n[nH]1 | ? | -13% | -5% | -4% | -3% | 13% | -2% | 1% | 9%
Cc1ccc(CN2C3=NCCN3c3ccccc32)cc1 | 6% | -26% | 2% | ? | -15% | 0% | -9% | -2% | ?
O=C(c1ccc(Cl)cc1)N1CCCCC(Cl)C1=O (stereo not given) | -10% | 10% | 8% | -3% | 9% | 9% | 12% | 2% | 2%
CC1SCC(=NOCc2c(Cl)cccc2Cl)CS1 (stereo not given) | -8% | -1% | 22% | ? | -4% | 7% | -1% | 8% | ?
COc1ccc(-c2nnc(N3CCC(C)CC3)c3ccccc23)cc1 | -2% | -10% | 6% | -12% | 9% | 1% | 7% | -11% | ?
Nc1ccc(O)c([N+](=O)[O-])c1 | -6% | -18% | 21% | 6% | -4% | 0% | 3% | 0% | -1%
Cc1ccc(C(=O)N/N=C\c2cc(Br)c(Br)o2)cn1 | ? | ? | -17% | -4% | ? | 10% | ? | ? | ?
CN(C)CCN(C(=O)C1=COCCO1)c1nc2ccc(F)cc2s1 | -1% | -5% | -27% | ? | -3% | 2% | -6% | 15% | -3%
COc1ccc(C(=O)OCC(=O)NCC2CCCCC2)cc1F | 19% | 17% | -2% | 17% | -10% | -5% | -21% | -2% | 1%
O=S(=O)(c1ccc(N2CCN(S(=O)(=O)c3ccc4c(c3)OCCO4)CC2)nc1)N1CCCC1 | 0% | 2% | 16% | -4% | -14% | -6% | -12% | ? | 8.2µM*
Cc1ccccc1Nc1nc(CSc2nnc(-c3ccoc3C)n2C)cs1 | 10% | -16% | 18% | ? | -6% | 4% | 1% | -2% | ?
Cc1ccc(C(NC(=O)N2CCOCC2)=C(Cl)Cl)cc1F | 21% | -15% | -1% | -6% | 14µM* | -2% | ? | 0% | 21%
O=C(NCC(c1cccnc1)N1CCN(c2ccccc2)CC1)c1ccc2c(c1)OCO2 (stereo not given) | -4% | -17% | -5% | -30% | -1% | 0% | 3% | -7% | -22%
C[C@@H](C(=O)NCc1c(F)cccc1Cl)N1C(=O)N2CCc3c([nH]c4ccccc34)[C@@]2(C)C1=O | 14% | -6% | 18% | ? | -8% | -2% | -8% | 0% | 19%
COCC(=O)N(C)[C@H]1C[C@H]2c3cc(Oc4ccccc4C)ccc3CCN2C(=O)[C@H]1[C@H](C)O | -8% | 1% | -1% | 13% | 1% | 2% | 3% | 0% | 0%
COc1cc2nc(CSc3ncn[nH]3)[nH]c(=O)c2cc1OC | -5% | 6% | -5% | 25% | 4% | 4% | 3% | ? | ?
Cc1cc(C)c(NC(=O)C2CCN(c3cnccn3)CC2)c(C)c1 | -14% | -2% | 17% | 2% | 13% | -7% | 8% | 10% | -3%
CC(=O)c1ccc(NC(=O)CSc2nc(N)c3cc4c(nc3n2)CCCC4)cc1 | 1% | ? | -17% | -1% | ? | 28% | -19% | -14% | -25%
NC(=O)c1ccc(-n2nnnc2Oc2ccccc2)cc1 | 0% | 8% | -17% | 7% | 5% | 3% | 5% | -3% | -6%
CC(=O)C[C@@H](O)CC(=O)[C@@H]1OC(=O)CCCCCCc2ccccc21 | ? | -5% | -30% | -2% | 4% | 3% | ? | 0% | ?
COc1cc([N+](=O)[O-])ccc1NC(=O)N1CCCCCC1 | -5% | -7% | 22% | 2% | 0% | 5% | -8% | 25% | -10%

Two of the compounds above, as labelled records:
> CCCCC(=O)Nc1ccccc1N1CCN(c2ccccc2)CC1
  SW480 rerep: 25% | GLP1R cytotox: 1% | TDP-43 yeast inh: 10% | GLP1R inv ag: 2% | HT1080 IDH1KD tx: 6% | GLP1R ag: 3% | HT1080-NT tox: 15% | KB-3-1 cytotox: -1% | KB-V1 MDR tox: 0%
> O=C(CNc1cc(S(=O)(=O)N2CCOCC2)ccc1N1CCCC1)NCc1ccco1
  SW480 rerep: -12% | GLP1R cytotox: -10% | TDP-43 yeast inh: -1% | GLP1R inv ag: -18% | HT1080 IDH1KD tx: 11% | GLP1R ag: 10% | HT1080-NT tox: 14% | KB-3-1 cytotox: 21% | KB-V1 MDR tox: 12%

Hits appear at their usual frequency; about 9.4% have a hit in one of these screens.
